# High-throughput results from PubChem BioAssay.
# Apoferritin bind = qHTS Assay for Identification of Novel General Anesthetics; Ferritin light chain (Equus caballus), P02791; apoferritin/1-aminoanthracene competitive binding, fluorescence; Potency, µM (titrated, usually from 77.5 µM), for the others: at the highest dose activity change, negative = displacement, most hits filed as inhibitors; actives 0.074% (n = 350,000); AID 485281, 2010; also: % is scaled to controls: 0 for no effect and ±100 for the full control effect; nearly all actives have a fitted effect of over 20% in size
#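 10 uM apoferritin + 50% sat. 1-AMA, PBS; cpd 10 min RT; Ex380/Em535 endpoint; normalized to free probe vs complex; 4-param Hill fit; propofol titration as pos. ctrl.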
# G9a inh = qHTS Assay for Inhibitors of Histone Lysine Methyltransferase G9a; G9a H3K9 monomethylation, AlphaScreen, 2 h; Potency, µM (doses to about 102 µM), without a hit: at the top dose activity, negative = inhibition, usual class: inhibitors; actives 8.8% (n = 350,000); AID 504332, 2011; also: % is scaled to controls: 0 for no effect and ±100 for the full control effect; nearly all actives have a fitted effect of over 75% in size
#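 Compounds were preincubated with 20 nM G9a for 15 min, after which biotinylated H3K9 peptide (500 nM) and SAM (20 uM) started a 2 h room-temperature reaction. Monomethylated product was quantified by antibody-based AlphaScreen chemiluminescence.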
# Pol iota inh = qHTS for Inhibitors of Polymerase Iota; actives 1% (n = 390,000); Potency, µM (series often up to 115 µM), inactives show top-dose activity, negative = inhibition, usual class: inhibitors; Pol iota fluorescent replication assay, 10 min; DNA polymerase iota (Homo sapiens), Q9UNA4
#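 Fluorescent replication assay read twice, at 0 min and 10 min after adding 50 nM (final) substrate. Enzyme (10 nM) and compounds were first incubated 15 min at room temperature; enzyme-free buffer wells were negative controls.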
# Pol beta inh = qHTS Assay for Inhibitors of DNA Polymerase Beta. P06746. Pol beta primer extension/strand displacement, fluorescence kinetic. actives 1.3% (n = 340,000). Potency, µM (titrated, usually from 114 µM), for inactives: at the top dose activity change, negative = inhibition, actives largely listed as inhibitors; also: % is scaled to controls: 0 for no effect and ±100 for the full control effect
#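 Preincubation: enzyme (10 nM) with compound, 15 min, RT. Reaction: substrate added to 50 nM final. Reads: 0 and 10 min. Analysis: normalized, Hill fit.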
# BLM inh = qHTS Assay for Inhibitors of Bloom's syndrome helicase (BLM); RecQ-like DNA helicase BLM (Homo sapiens), P54132; recombinant BLM DNA unwinding, fluorescence dequenching; AID 2528, 2010; actives 0.2% (n = 350,000); Potency, µM (top dose mostly 56.1 µM), inactives show top-dose activity change, negative = inhibition, actives largely listed as inhibitors;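 also: plate controls were vehicle for no effect and no enzyme for full effect; nearly all actives have a fitted effect of over 35% in size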
# Target sequence (P54132 whole entry, looked up): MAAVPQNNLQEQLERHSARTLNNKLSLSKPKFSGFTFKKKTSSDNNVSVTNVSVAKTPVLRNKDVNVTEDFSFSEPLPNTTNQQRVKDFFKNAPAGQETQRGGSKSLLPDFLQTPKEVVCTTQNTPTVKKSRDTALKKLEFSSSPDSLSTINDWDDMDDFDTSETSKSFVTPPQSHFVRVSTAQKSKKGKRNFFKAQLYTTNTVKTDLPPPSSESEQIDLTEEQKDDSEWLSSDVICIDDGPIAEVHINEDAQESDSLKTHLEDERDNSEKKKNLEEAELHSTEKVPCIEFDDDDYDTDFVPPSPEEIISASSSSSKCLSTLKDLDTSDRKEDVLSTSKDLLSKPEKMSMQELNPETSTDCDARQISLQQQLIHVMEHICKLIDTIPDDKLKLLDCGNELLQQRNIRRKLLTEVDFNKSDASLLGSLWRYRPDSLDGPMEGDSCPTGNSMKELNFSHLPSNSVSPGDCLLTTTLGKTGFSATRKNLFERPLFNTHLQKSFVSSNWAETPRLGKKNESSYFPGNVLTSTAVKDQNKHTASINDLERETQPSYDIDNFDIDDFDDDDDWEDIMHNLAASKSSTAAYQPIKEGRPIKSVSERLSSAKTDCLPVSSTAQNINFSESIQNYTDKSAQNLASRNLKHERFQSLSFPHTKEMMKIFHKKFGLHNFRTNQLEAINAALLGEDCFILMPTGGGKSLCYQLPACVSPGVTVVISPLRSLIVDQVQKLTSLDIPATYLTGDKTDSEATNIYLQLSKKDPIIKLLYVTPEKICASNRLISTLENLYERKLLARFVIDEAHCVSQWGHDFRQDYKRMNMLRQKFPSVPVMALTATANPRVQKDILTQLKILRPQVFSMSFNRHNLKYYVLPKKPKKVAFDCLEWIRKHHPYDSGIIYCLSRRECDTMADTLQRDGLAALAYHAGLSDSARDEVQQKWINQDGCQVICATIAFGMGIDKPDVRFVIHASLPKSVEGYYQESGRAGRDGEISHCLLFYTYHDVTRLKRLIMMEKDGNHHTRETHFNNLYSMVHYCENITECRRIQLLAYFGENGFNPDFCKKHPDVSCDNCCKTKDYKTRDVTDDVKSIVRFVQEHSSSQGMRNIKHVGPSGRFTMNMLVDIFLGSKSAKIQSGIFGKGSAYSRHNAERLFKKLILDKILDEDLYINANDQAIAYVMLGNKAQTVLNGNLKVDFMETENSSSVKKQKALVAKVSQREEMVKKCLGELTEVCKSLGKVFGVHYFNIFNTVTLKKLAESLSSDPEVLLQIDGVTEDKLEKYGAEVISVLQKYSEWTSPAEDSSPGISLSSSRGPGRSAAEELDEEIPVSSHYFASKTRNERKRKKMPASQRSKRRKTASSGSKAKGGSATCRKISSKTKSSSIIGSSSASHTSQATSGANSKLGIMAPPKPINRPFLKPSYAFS
# BAZ2B inh = qHTS Assay for Inhibitors of BAZ2B. Bromodomain adjacent to zinc finger domain protein 2B (Homo sapiens), Q9UIF8. AlphaScreen BAZ2B-H3K14Ac peptide displacement. Potency, µM (top dose mostly 114 µM), for the others: at the highest dose activity change, negative = inhibition, usual class: inhibitors. actives 4.4% (n = 360,000). AID 504333, 2011; also: % is scaled to controls: 0 for no effect and ±100 for the full control effect; nearly all actives have a fitted effect of over 60% in size
#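 AlphaScreen displacement: compounds (up to 110uM) incubated 30 min at room temperature with a preformed 50 nM BAZ2B/50 nM biotinylated H3K14Ac peptide complex in PBS pH 7.4 with Tween-20. Donor and acceptor beads at 10 ug/mL final added, 20 min light-protected before reading.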
# POLK inh = qHTS for Inhibitors of Polymerase Kappa; DNA polymerase kappa (Homo sapiens), Q9UBT6; purified Pol kappa, fluorescent DNA synthesis assay, 10 min; Potency, µM (doses to about 107 µM), for the others: top-dose activity, negative = inhibition, hits mostly inhibitors; actives 0.53% (n = 400,000); AID 588579, 2011; also: % is scaled to controls: 0 for no effect and ±100 for the full control effect
#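 First, compounds were pin-transferred onto 10 nM Pol kappa. After 15 min at room temperature, substrate was added to 50 nM final. Fluorescence was then measured kinetically at 0 and 10 min.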
# APEX1 inh = qHTS Assay for Inhibitors of the Human Apurinic/apyrimidinic Endonuclease 1 (APE1) | actives 0.35% (n = 350,000) | recombinant APE1, TAMRA/BHQ-2 abasic DNA cleavage fluorescence | DNA repair nuclease/redox regulator APEX1 (Homo sapiens), P27695 | Potency, µM (doses to about 65.8 µM), without a hit: at the highest dose activity change, negative = inhibition, hits mostly inhibitors;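 also: plate controls were vehicle for no effect and reference inhibitor for full effect; nearly all actives have a fitted effect of over 55% in size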
#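 APE1 at 0.75 nM preincubated 15 min at room temperature with compound. Reaction then started with 50 nM double-stranded THF-abasic substrate labelled with TAMRA/BHQ-2, and 525/598 nm fluorescence read kinetically. Activity taken as third-minus-first read difference, normalized to DMSO and NSC13755 controls.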
# POLH inh = qHTS for Inhibitors of Polymerase Eta; DNA polymerase eta (Homo sapiens), Q9Y253; recombinant Pol eta, fluorescent DNA replication assay; Potency, µM (doses to about 114 µM), inactives show at the highest dose activity change, negative = inhibition, most hits filed as inhibitors; actives 1.2% (n = 390,000); AID 588591, 2011; also: % is scaled to controls: 0 for no effect and ±100 for the full control effect
#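 Fluorescent replication assay: 50 nM final substrate added after a 15 min room-temperature compound preincubation with 10 nM enzyme. Signal taken at 0 min and again at 10 min.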
# * = called active by the depositor; ? = inconclusive; · = not tested or not shown; [ ] = dose if it differs, or a comment. Calls follow the shape of the dose curve; as a rule, active = well fitted curve in the direction sought with a large enough effect; inconclusive = small, poorly fitted or top-dose-only effect, or another doubt; inactive = no such curve, though single readings can be large; an effect the other way counts as inactive or inconclusive. Potency is read from the fitted curve at half-maximal effect. A portion of the library, so the mix of outcomes need not match the whole.
SMILES,Apoferritin bind,G9a inh,Pol iota inh,Pol beta inh,BLM inh,BAZ2B inh,POLK inh,APEX1 inh,POLH inh
CCN(CC)c1ccc(/C=c2/sc3nnc(-c4ccccc4C)n3c2=O)cc1,-2%,-44%,-163%,-12%,0%,-29%,-4%[60.1 µM],4%,2%
CCn1c(CCc2ccccc2)nc2ccccc21,-15%,·,3%,32%,-1%,10%,-8%,-3%,-17%
c1ccc(CN2CCN(Cc3nnc(-c4ccccc4)o3)CC2)cc1,-4%,10%,120%[activator],49%[activator],-3%,-1%,3%,4%,-24%
C=CCc1cccc(OC)c1OCCOCCn1ccnc1,1%,?,116%[activator],26%,-3%,35µM*,-9%,14%,-5%
Cc1cccc(CN2CCSCC2)c1,?,?,38%[activator],-1%,1%,?,0%,15%,-20%
CCN1CCc2c(C#N)c(N3CCCCC3)nc(N3CCOCC3)c2C1,43%[activator],?,22%,0%,5%,-33%,-6%,2%,1%
CCOC(=O)CNC(=O)c1ccc2[nH]c3ccccc3c2c1,-12%,7%,20%,1%,2%,-14%,-21%,?,-21%
Cc1cccc(C)c1NC(=S)N(CCCN1CCCCC1)Cc1ccco1,-4%,7%[59 µM],89%[activator],0%,-3%,?,-22%,12%,-15%
COc1ccc(Cl)c(Cn2c(NCCN)nc3c2c(=O)n(C)c(=O)n3C)c1,-6%,7%[59 µM],15%,1%,2%,-15%,0%,·,-19%
Oc1ccc(C=Nc2cccc3ccccc23)c(O)c1,-14%,?,?,-7%,-19%,-35%[0.457 µM],-14%,43%,-17%
O=C1CC(N2CCN(c3ccccc3)CC2)C(=O)N1c1cccc(Br)c1 (stereo unspecified),-4%,·,16%,0%,-1%,?,-13%,1%,-15%
CC(=O)Nc1ccc(Nc2ncnc3c2c(-c2ccccc2)cn3-c2ccccc2)cc1,0%,-20%[59 µM],1%,14%,-15%,?,-11%[60.1 µM],·,-10%
COc1ccccc1C(CC(=O)O)NS(=O)(=O)c1ccc2c(c1)N(C(C)=O)CC(C)O2 (stereo unspecified),-1%,·,-15%,31%,-2%,-3%,-3%,-2%,-14%
COc1cc(/C=C(\C#N)c2ccccn2)ccc1OCC(=O)Nc1ccc(Br)cc1,5%,?,28%,6%,-8%,-3%,12%,6%,-10%
Cc1ccc(Cl)cc1NC(=O)CN1CCN(S(=O)(=O)N2CCC(C)CC2)CC1,-5%,12%,27%,2%,-5%,-2%,1%,7%,-21%
CCOc1ccc2nc(NC(=O)c3cnc(C)cn3)sc2c1,-13%,45µM*,6%,-15%,-3%,-1%,-10%,5%,-6%
COC(=O)c1ccccc1NC(=O)c1cc([N+](=O)[O-])nn1Cc1ccccc1,3%,15%[59 µM],?,4%,0%,0%,-9%,4%,1%
Cc1c(Cl)cccc1NC(=O)CCNC(=O)N1CC(=O)Nc2ccccc21,5%,17%,28%,-4%,1%,-3%[57.1 µM],-2%,-5%,-22%
CC(=O)NC1C(=O)N=C(SCC(=O)NC2CCCCC2)NC1=O (stereo unspecified),-7%,?,?,4%,0%,0%,-3%,0%,-3%
COc1cccc(NC(=O)c2sc(-n3nc(C)c(Cc4ccccc4Cl)c3C)nc2C)c1,-14%,2%[59 µM],12%,1%,-3%,-14%,5%,·,-17%
CCOC(=O)c1c(C)[nH]c(C)c1S(=O)(=O)NCC(=O)NCc1cccc(Br)c1,-13%,-1%[59 µM],-14%,-23%,0%,-19%,-10%,·,-4%
CCOC(=O)c1cn[nH]c1N,-4%,0%,?,1%,0%,-2%,1%,-5%,-5%
O=C(CC1CCCC1)N1CCN(S(=O)(=O)c2ccc(F)cc2)CC1,·,-49%[59 µM],-4%,·,·,-2%,-15%,7%,-21%
CCCc1cc2c(-c3ccccc3)cc(=O)oc2cc1OCc1ccc(C(=O)O)o1,?,45µM*,-11%,?,-19%,?,-12%,0%,79µM*
CCOc1ccc(OCCC(=O)NNC(=O)c2cc(C)oc2C)cc1,·,8%[0.501 µM],6%,·,·,1%,-9%,17%,1%
CN(CC(O)COc1ccc(OCC(O)CN(C)C2CCCCC2)cc1)C1CCCCC1 (stereo unspecified),-11%,4%[59 µM],11%,-2%,-4%,0%,-10%,8%,-7%
COc1cc([N+](=O)[O-])ccc1-c1ccc(/C=N/NC(=O)c2ccccc2O)o1,-10%,?,·,?,-16%,?,·,-1%,·
CC(Oc1ccc2ccc(=O)oc2c1)C(=O)NC1CCN(Cc2ccccc2)CC1 (stereo unspecified),-7%,-1%[59 µM],-4%,14%,-4%,4%,-15%,60%,4%
O=C(NC1CCCC1)c1ccc(Br)c(S(=O)(=O)N2CCCCC2)c1,-1%,13%,54%[activator],2%,-5%,-3%,-8%,41%[activator],-14%
CCc1cccc(C)c1NC(=S)NCc1ccc2c(c1)cc(C)n2C,-7%,40µM*,-15%,-18%,0%,25µM*,1%,2%,-19%
O=C(Cn1nc(N2CCN(c3ccccc3)CC2)ccc1=O)NCc1cccc(Cl)c1,?,?,-8%,-4%,-4%,-16%,-10%,·,-8%
COc1ccc(OC)c(NC(=O)CSCC(=O)O)c1,-13%,-28%[12.7 µM],10%,6%,-1%,-28%,1%,-1%,-1%
COc1ccc(C(=O)NNC(=O)c2ccc(S(=O)(=O)N3CC(C)OC(C)C3)cc2)cc1 (stereo unspecified),-2%,15%,-13%,-1%,-5%,3%,-7%,18%,-9%
O=C(O)c1nccnc1C(=O)Nc1ccccc1-c1ccccc1,-2%,·,46%[activator],4%,-1%,?,-6%,1%,-12%
COC(=O)C(C)Sc1ccc2nnc(-c3ccccc3)n2n1 (stereo unspecified),-9%,?,5%,20%,0%,·,-3%,-4%,0%
O=C(NC1CCCCC1)C(c1ccccc1)N1CCc2ccccc21 (stereo unspecified),-23%,?,?,24%,-8%,?,-8%,16%,-12%
COc1ccc(C)cc1NC(=O)c1cccc(C(=O)Nc2cc(C)ccc2OC)n1,-11%,-2%,34%[activator],-15%,-4%,-15%,-3%,24%,-4%
O=C1c2ccccc2C(=O)N1CCCCN(C(=O)c1ccco1)c1ccc(Cl)cc1,?,?,-10%,15%,-6%,9%,-8%,7%,-18%
COC(=O)CCC(=O)OC1(C)C(=O)C2=CN(C(CO)CO)C(c3ccc(OC)cc3)=CC2=C(Br)C1=O (stereo unspecified),7%,2%[12.7 µM],·,24%,-19%[12.4 µM],?,·,-3%[12.4 µM],·
COc1ccc(S(=O)(=O)N2CCCCCC2)cc1C(=O)N(C)Cc1ccccc1F,·,-11%,9%,·,·,-5%,-6%,9%,-25%
C/C(=N\Nc1ccccn1)c1ccc(N2CCOCC2)cc1,-13%,-43%,-15%,-9%,-4%,?,2%,-1%,-10%
COc1ccc(NC(=O)COC(=O)c2cc(C)oc2C)c([N+](=O)[O-])c1,·,?,25%,·,·,-34%,7%,-4%,-19%
CCOc1c(Cl)cc(Cl)cc1CNCCNCCO,-14%,50µM*,?,0%,2%,-33%,8%,-1%,-11%
CCn1c(=O)n(CC)c2cc(N3CCCCC3)c(NC(=O)Nc3cc(C)cc(C)c3)cc21,-11%,?,32%[activator],24%,-10%,?,0%,·,-15%

# Another view of 2 compounds above:
Compound: COc1ccc(NC(=O)COC(=O)c2cc(C)oc2C)c([N+](=O)[O-])c1
  Apoferritin bind = ·; G9a inh = ?; Pol iota inh = 25%; Pol beta inh = ·; BLM inh = ·; BAZ2B inh = -34%; POLK inh = 7%; APEX1 inh = -4%; POLH inh = -19%
Compound: C/C(=N\Nc1ccccn1)c1ccc(N2CCOCC2)cc1
  Apoferritin bind = -13%; G9a inh = -43%; Pol iota inh = -15%; Pol beta inh = -9%; BLM inh = -4%; BAZ2B inh = ?; POLK inh = 2%; APEX1 inh = -1%; POLH inh = -10%

# Grouped by structure: those above containing a furan ring, fused or not.
SMILES,Apoferritin bind,G9a inh,Pol iota inh,Pol beta inh,BLM inh,BAZ2B inh,POLK inh,APEX1 inh,POLH inh
Cc1cccc(C)c1NC(=S)N(CCCN1CCCCC1)Cc1ccco1,-4%,7%[59 µM],89%[activator],0%,-3%,?,-22%,12%,-15%
CCCc1cc2c(-c3ccccc3)cc(=O)oc2cc1OCc1ccc(C(=O)O)o1,?,45µM*,-11%,?,-19%,?,-12%,0%,79µM*
CCOc1ccc(OCCC(=O)NNC(=O)c2cc(C)oc2C)cc1,·,8%[0.501 µM],6%,·,·,1%,-9%,17%,1%
COc1cc([N+](=O)[O-])ccc1-c1ccc(/C=N/NC(=O)c2ccccc2O)o1,-10%,?,·,?,-16%,?,·,-1%,·
O=C1c2ccccc2C(=O)N1CCCCN(C(=O)c1ccco1)c1ccc(Cl)cc1,?,?,-10%,15%,-6%,9%,-8%,7%,-18%
COc1ccc(NC(=O)COC(=O)c2cc(C)oc2C)c([N+](=O)[O-])c1,·,?,25%,·,·,-34%,7%,-4%,-19%
